Assay outcomes deposited in PubChem BioAssay by several laboratories.
Calpain2 inh: inhibitors of pig calpain II, primary screen, biochemical, fluorogenic peptide substrate, 1536-well | purified calpain II, 30 min | inhibition, % at 16 µM | 220,000 tested, 0.37% active;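 active = inhibition above about 50%, limit read from the data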
Hck Nef HTS: inhibitors of Nef-activated human Hck kinase, primary screen, biochemical, Z-Lyte FRET, 384-well, Hck-YEEI | 220,000 tested, 0.68% active | AID 463187, 2010 | Recombinant Hck-YEEI plus Nef, Z-Lyte FRET kinase assay | Tyrosine-protein kinase HCK (Homo sapiens), P08631 | inhibition, % at 20 µM;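 active = Hck-Nef kinase inhibition above about 50%, limit read from the data; inactive = inhibition below that limit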;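 also: 0% = DMSO with Hck plus Nef and 100% = Hck alone without Nef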
eIF4E-4G inh: eIF4E–eIF4G protein interaction inhibitors, primary screen, biochemical, uHTS, TR-FRET, eIF4GI fragment. TR-FRET eIF4E-eIF4GI(517-606) binding, 2 h. inhibition, % at 21.7 µM. 220,000 tested, 0.37% active. AID 782, 2007;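 active = inhibition above about 30%, limit read from the data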;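 also: 0% = full FRET control wells and 100% = background wells lacking eIF4GI fragment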
Rad51 HR inh: human RAD51 strand exchange inhibitors, primary screen, biochemical, fluorescence. hRad51 DNA strand exchange, fluorescence dequenching. AID 1385, 2008. 200,000 tested, 0.085% active. inhibition, % at 10 µM. DNA repair protein RAD51 homolog 1 (Homo sapiens), Q06609;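 active = inhibition above 40% at the single screening dose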;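 also: 0% = DMSO control wells and 100% = blanks with heterologous ssDNA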
Target sequence (Q06609 whole entry, looked up): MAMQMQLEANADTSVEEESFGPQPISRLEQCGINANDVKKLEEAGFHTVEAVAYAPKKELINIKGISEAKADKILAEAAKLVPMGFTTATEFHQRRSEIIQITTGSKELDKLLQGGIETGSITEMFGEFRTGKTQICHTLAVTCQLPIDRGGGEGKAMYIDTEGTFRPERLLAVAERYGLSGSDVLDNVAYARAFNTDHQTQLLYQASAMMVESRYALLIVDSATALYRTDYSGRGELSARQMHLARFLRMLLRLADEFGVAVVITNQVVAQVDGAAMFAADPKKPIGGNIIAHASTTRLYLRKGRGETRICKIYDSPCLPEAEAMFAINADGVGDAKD
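Test system: preformed human Rad51 ssDNA filaments; also added: Donor/quencher-labelled 47-bp dsDNA substrate; doses: 10 µM final, single point; times: 37 °C 15-min filament assembly, 30-min compound preincubation, 15-min exchange; detection: FRET fluorescence dequenching, excitation 485 nm, emission 520 nm; read-out basis: Fluorescence-based percent inhibition, control- and blank-normalised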
14-3-3 Bad PPI: inhibitors of 14-3-3 zeta/Bad binding, primary screen, biochemical, TR-FRET, bovine 14-3-3 zeta | TR-FRET 14-3-3zeta/Dy647-pBad peptide displacement, 1 h | inhibition, % at 21.7 µM | 220,000 tested, 0.71% active | AID 781, 2007;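 active = inhibition above about 70%, limit read from the data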;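 also: 0% = full 14-3-3 plus peptide FRET controls and 100% = background without 14-3-3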
Target sequence (P63103 whole entry, looked up): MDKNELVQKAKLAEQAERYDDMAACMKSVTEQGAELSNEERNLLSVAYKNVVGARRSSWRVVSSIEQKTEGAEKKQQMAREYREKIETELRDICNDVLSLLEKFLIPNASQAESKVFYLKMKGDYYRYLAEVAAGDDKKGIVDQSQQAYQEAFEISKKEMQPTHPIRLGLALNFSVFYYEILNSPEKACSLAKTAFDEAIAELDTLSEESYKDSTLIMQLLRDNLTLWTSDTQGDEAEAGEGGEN
PGE2 EP2 inh: human EP2 receptor antagonists, primary screen, TR-FRET cAMP, C6 glioma cells; inhibition, % at 25 µM; 260,000 tested, 0.52% active; Prostaglandin E2 receptor EP2 subtype (Homo sapiens), P43116; C6 glioma cells expressing human EP2; cells stimulated with saturating PGE2;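 active = percent inhibition above 40 after rounding to a whole number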;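 also: rat C6 glioma host cells with rolipram phosphodiesterase inhibitor present; the protocol text gives 20 µM as final concentration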
Target sequence (P43116 whole entry, looked up): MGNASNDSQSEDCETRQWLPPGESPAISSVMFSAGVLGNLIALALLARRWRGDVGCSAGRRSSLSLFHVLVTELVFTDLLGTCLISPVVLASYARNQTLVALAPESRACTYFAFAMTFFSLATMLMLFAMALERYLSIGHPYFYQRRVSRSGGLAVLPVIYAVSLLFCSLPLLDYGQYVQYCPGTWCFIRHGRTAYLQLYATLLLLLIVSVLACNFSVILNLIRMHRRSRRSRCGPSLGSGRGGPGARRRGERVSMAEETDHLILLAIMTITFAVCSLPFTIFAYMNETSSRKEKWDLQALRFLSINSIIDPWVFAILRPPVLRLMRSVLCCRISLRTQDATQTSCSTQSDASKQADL
EP2 mod: EP2 receptor modulators, cAMP readout, primary screen, cell-based, HTRF cAMP, PGE2 stimulation; Prostaglandin E2 receptor EP2 subtype (Homo sapiens), P43116; EP2-expressing cells, cAMP HTRF FRET, PGE2 co-stimulation; induction, % at 25 µM; 260,000 tested, 0.83% active;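 active = compounds whose cAMP rise, as percent of the full-agonist control response, exceeds 60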;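 also: rat C6 glioma line stably carrying human EP2 under a CMV promoter; the protocol text gives 20 µM as final concentration; 100% = response of wells given 1 µM PGE2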
L929 necroptosis: inhibitors of zVAD-triggered necroptosis, primary screen, L929 cells; L929 zVAD necroptosis rescue, ATP luminescence, 24 h; with zVAD 60 µM; viability rescue, % at 10 µM; 220,000 tested, 0.38% active;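 active = activation, scaled between plate controls, above about 75%, limit read from the data; inactive = activation under that limit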;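 also: 0% = zVAD with DMSO and 100% = DMSO alone without zVAD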
TbHK1 inh: Trypanosoma brucei hexokinase 1 inhibitors, primary screen, biochemical, G6PDH-coupled NADH absorbance, MLSCN library; inhibition, % at 10 µM; recombinant TbHK1, G6PDH-coupled NADH A340; 220,000 tested, 0.11% active;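 active = inhibition of 50% or more in the single-dose primary screen; inactive = inhibition below 50%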
* = called active by the depositor; i = inactive; / = no result given; & = joins results of further samples; [ ] = another dose, or the depositor's remark. This is a subset; count on the stated rates, not on these rows.

SMILES	Calpain2 inh	Hck Nef HTS	eIF4E-4G inh	Rad51 HR inh	14-3-3 Bad PPI	PGE2 EP2 inh	EP2 mod	L929 necroptosis	TbHK1 inh
Clc1ccc(CSc2snnc2-c2ccccc2)c(Cl)c1	37	1	4	2	-15	4	0	-0.1	8
Cc1ccccc1-n1nnnc1SCC(=O)c1c(N)n(C)c(=O)n(C)c1=O	-20	19	1	/	-6	9	-18	-1.1	-22
N=c1c2c(ncn1Cc1ccco1)Oc1ccc3ccccc3c1C2c1ccccc1 (stereo not given)	-33	2	14	1	-5[fluorescence artefact?]	4	21	1.2	2
Cc1ccc(C(=O)C(C)OC(=O)C2CC(=O)N(C3CCCCC3)C2)cc1 (stereo not given)	-38	3	2[fluorescence artefact?]	-2	-3	3	15	3.1	-6
COc1ccccc1NC(=O)c1ccc(NC(=O)CSc2ncn[nH]2)cc1	-4	6	7	/	1	6	0	0.0	3
CC(=O)c1cccc(NC(=S)NC2CC2)c1	-9	2	7	6	-3	10	25	1.0	-8
CCCOc1ccc(C(=O)c2nc3c(n2O)CCCC3)cc1	36	7	-3	0	-7	7	11	0.7	-44
COc1cc(S(=O)(=O)N(Cc2ccccc2)CC2CCCO2)ccc1-n1cnnn1 (stereo not given)	38	2	1	-5	-5	10	-1	-2.1	5
CC(=O)c1ccc(NC(=O)c2cnn3ccccc23)cc1	6	0	5[fluorescence artefact?]	6	4[fluorescence artefact?]	15	18	5.1	-48
Brc1cccc(-c2nnc3n2CCC3)c1	-27	0	-4	5	-3	9	-6	0.7	-15
CC(=O)N1CCN(Cc2nc3cc(NC(=O)Cn4nc(C)c5ccccc5c4=O)ccc3n2C)CC1	-12	1	7	/	-1	/	8	0.0	-5
COc1cc(C)c(NC(=S)Nc2cccc(Cl)c2)cc1OC	9	0	1	-1	5	4	-7	2.6	4
O=C(Cc1ccccc1)N1CCC(O)(c2cccnc2)CC1	12	0	-2[fluorescence artefact?]	-7	-2	4	18	0.0	1
O=c1c2cc(N3CCOCC3)ccc2[nH]c(=S)n1Cc1ccc(Cl)cc1	-79	0	-2	-1	7	11	-4	0.5	-2
NS(=O)(=O)c1ccc(NNC(=O)c2sccc2Cl)cc1	-2	-14	-11	-3	5	4	-38	0.0	0
Cc1cc(NC(=O)CCC(=O)N(CC(=O)NC2CCCC2)Cc2ccco2)no1	-6	1	2	6	-3[fluorescence artefact?]	9	-5	-0.8	-4
COCC(C)n1c(C)cc(C(=O)CSc2cc(C)c3ccccc3n2)c1C (stereo not given)	3	6	-2	28	-13[fluorescence artefact?]	10	4	-0.2	-8
CC(Nc1cc(N2CCN(C(=O)C(C)(C)C)CC2)ccc1[N+](=O)[O-])c1ccccc1 (stereo not given)	-15	1	-15	-2	-8	5	32	-0.6	-7
CCc1ccc(C(=O)Nc2ccc(S(=O)(=O)Nc3nc(C)cc(C)n3)cc2)o1	9	-10	2	-5	2	8	20	0.9	-5
COc1cc(C(=O)Nc2ccc(N(C)C)cc2)cc(OC)c1OC	18	2	10[fluorescence artefact?]	2	1	1	-6	3.1	-10
O=C(OCN1C(=O)c2ccccc2C1=O)c1ccccc1	21	14	-7	1	-6	12	6	0.1	6
O=C(NCCc1csc(-c2ccccc2)n1)c1ccccc1F	19	6	0	/	2	6	-27	-0.4	-3
Cc1ccc(CN(Cc2ccccc2)C(=S)Nc2ccccc2C)o1	23	27	-6	9	-8	8	52	-0.1	-3
O=C(Nc1cccc(F)c1)C1CCCN1S(=O)(=O)c1cccc2cccnc12 (stereo not given)	-12	0	2	-1	7	16	-19	0.6	-5
O=C(CCc1ccc(S(=O)(=O)NC2CCCCC2)cc1)NCc1ccc(Cl)cc1	32	2	-3	10	-2[fluorescence artefact?]	8	-9	-0.6	-2
CCN(CC)C(=O)c1ccc2c(c1)N(Cc1ccccc1)C(=O)CS2=O (stereo not given)	-22	-10	-1	3	-3	6	26	0.5	5
O=C1CCCN1c1cc(Cl)ccc1Cl	15	3	-3	4	2	11	-6	0.0	2
Cc1noc(C)c1C(=O)NCc1ccccc1F	4	-13	3	8	-1	4	23	2.3	3
CCOC(=O)C1=C(C)N(CC(C)C)C(=O)/C1=C\c1cccs1	12	-1	5	-14	-3	1	47	0.0	-7
CCC(=O)Oc1ccc(C(=O)Nc2ccc3c(c2)C(=O)N(C2CCCCC2)C3=O)cc1	-52	-2	-6[fluorescence artefact?]	8	-17[fluorescence artefact?]	10	-3	0.1	-8
Cn1nc(C(C)(C)C)cc1C(=O)Sc1cccc(Br)c1	-17	15	0	/	1	7	-25	0.3	10
O=C(Cc1ccc(Br)cc1)OCC(=O)c1ccc2c(c1)OCCO2	4	-1	7	-12	-12	8	-4	0.2	0
Cc1ncc([N+](=O)[O-])n1CC(=O)NCc1ccccc1	9	0	-1	-5	8	4	25	0.4	-1
CN(CC(=O)N1CCc2ccccc2C1)S(=O)(=O)c1ccc2c(c1)c(=O)n(C)c(=O)n2C	-11	0	-2	-1	6	18	-7	1.2	5
COc1ccc(OC)c(N2C(=O)C(Cl)=C(N3CCOCC3)C2=O)c1	8	0	13	-9	-1	9	12	0.0	0
O=C(OCCCN=C1NS(=O)(=O)c2ccccc21)c1ccc(F)cc1	14	0	2	-4	-11	6	-12	0.1	-5
Cc1ccc(NC(=O)/C=C/c2cccc(C(F)(F)F)c2)cc1	-14	0	0	-2	1	13	12	3.0	-2
CCC(NC(=O)OC(C)(C)C)C(=O)Oc1ccc2c3c(c(=O)oc2c1)CCC3 (stereo not given)	i	43	2	4	-3	2	27	0.0	-18
CC(=O)c1ccc(OCc2cc(=O)n3ccsc3n2)cc1	-11	3	5	15	60	8	44	0.4	-1
Cc1ccc(S(=O)(=O)N2CCN(CC(=O)Nc3ccc4c(c3)CCC4)CC2)cc1C	2	-25	-3	/	-2	9	-4	1.8	-5
CNc1nc(C(=O)O)nc(N2CCOCC2)n1	-15	5	1	1	15	9&13	-10&8	0.8	1
COc1ccccc1-c1cc(C(=O)NCc2ccc(Cl)cc2)no1	44	0	-2	2	10[fluorescence artefact?]	14	-4	-0.2	1
COc1cc(NC(=O)COC(=O)CNC(=O)c2ccc(C)cc2)c(C)cc1[N+](=O)[O-]	-9	0	0	13	8	11	13	0.5	-12
COc1ccc([C@H]2[C@H](C(=O)OC(C)(C)C)N3N=Cc4ccccc4C3C23C(=O)c2ccccc2C3=O)cc1OC (stereo not given in full)	-33	2	6	-6	8	7	15	0.4	-16
COc1ccc(Cc2nnc3c4cnn(C)c4ncn23)cc1	-37	6	0[fluorescence artefact?]	1	7[fluorescence artefact?]	8	-1	-0.3	-3

4 compounds drawn at random from those above, as already listed:
SMILES	Calpain2 inh	Hck Nef HTS	eIF4E-4G inh	Rad51 HR inh	14-3-3 Bad PPI	PGE2 EP2 inh	EP2 mod	L929 necroptosis	TbHK1 inh
Cc1ncc([N+](=O)[O-])n1CC(=O)NCc1ccccc1	9	0	-1	-5	8	4	25	0.4	-1
Cc1ccc(S(=O)(=O)N2CCN(CC(=O)Nc3ccc4c(c3)CCC4)CC2)cc1C	2	-25	-3	/	-2	9	-4	1.8	-5
O=C(OCCCN=C1NS(=O)(=O)c2ccccc21)c1ccc(F)cc1	14	0	2	-4	-11	6	-12	0.1	-5
CC(=O)c1ccc(OCc2cc(=O)n3ccsc3n2)cc1	-11	3	5	15	60	8	44	0.4	-1

Further entries
SMILES	Calpain2 inh	Hck Nef HTS	eIF4E-4G inh	Rad51 HR inh	14-3-3 Bad PPI	PGE2 EP2 inh	EP2 mod	L929 necroptosis	TbHK1 inh
COc1ccc(-c2[nH]ncc2CNCCc2ncccc2C)cc1F	-10	17	1	11	-10	5	-16	-1.1	3
CN(c1ccccc1)S(=O)(=O)c1ccc(Cl)c(C(=O)Nc2ccc(N3CCOCC3)cc2)c1	-34	23	2	-12	-5	5	-39	0.1	-1
CCOC(=O)C1(Cc2ccccc2)CCN(Cc2cccc3c2OCO3)CC1	15	15	0	8	-8	1	-5	0.5	2
Cc1cc2ccc(C)c(C)c2nc1SCC#N	-10	0	/	10	/	9	66*	1.9	14
CCCCc1nnc(NC(=O)CSc2nc(N)cc(=O)[nH]2)s1	-24	19	-1	0	-9	10	11	3.7	-5
CC1(c2ccc3noc(-c4ccc(Cl)cc4)c3c2)OCCO1	-15	-2	-1	13	2	7	4	0.4	0
COc1ccc(/C=N\NC(=O)COc2ccccc2Cl)cc1Cn1nc(C)cc1C	10	2	-16	1	8	25	-23	0.0	-2
OCC1CCCN(Cc2ccc(-c3ccccc3)cc2)C1 (stereo not given)	-8	1	-3	-3	51	6	8	-0.5	0
O=C(O)CSCC(=O)NCc1csc2ccc(Cl)cc12	-4	15	-11	/	3	3	-36	0.1	-6
O=C(CN1C(=O)NC2(CCCc3ccccc32)C1=O)N1CCN(C(=O)c2ccco2)CC1 (stereo not given)	16	-1	0	-7	10	8	-6	-0.3	-2
CC1=CC(C)(C)NC(=S)N1c1ccc(C)cc1C	-6	20	-5	-32	2	5	-6	-1.1	1
Cc1ccc(S(=O)(=O)/N=C/N(C)C)cc1	2	2	-3	/	3[fluorescence artefact?]	0	-3	0.9	-3
O=C(c1c(Cl)cccc1Cl)N1CCN(c2ccccn2)CC1	4	0	-13	-5	-4	8	-34	0.9	-3
Cc1noc(C)c1C(=O)N1CCN(S(=O)(=O)c2cccc(Cl)c2Cl)CC1	-3	7	3	21	2	11	-12	0.2	-7
COC(=O)c1ccc(C(=O)OC)c(NC(=S)N2CCCC(CO)C2)c1 (stereo not given)	15	22	2	-2	-13	8	-14	1.3	-2
CC(Cc1n[nH]c(=S)o1)c1ccccc1 (stereo not given)	-22	25	4	17	-22	8	19	3.9	2
Cc1ccc(-c2ccc(/C=N/c3ncn[nH]3)o2)cc1Cl	-20	14	0[fluorescence artefact?]	3	2[fluorescence artefact?]	19	4	0.5	-13
O=S1(=O)N=C2CCCCCN2C(c2ccc(F)cc2)N1 (stereo not given)	9	9	1	4	-5	5	3	-0.7	9
CCCn1nc(NC(=O)c2cccs2)c2cc3ccccc3nc21	-27	14	7[fluorescence artefact?]	-2	77*[fluorescence artefact?]	5	5	1.3	-1
COc1cc(CNC2CCCC2)cc(Cl)c1OCc1ccccc1Cl	-13	0	3[fluorescence artefact?]	-2	9	8	-30	4.4	1
Cn1c(S(=O)(=O)c2ccc([N+](=O)[O-])cc2)nc(Br)c1Br	11	-5	4	-12	8	11	-47	-0.2	3
COc1ccccc1N1CCN(C(=O)C2c3ccccc3Oc3ccccc32)CC1	7	0	-5	4	0	10	38	-0.7	-16
Cc1nc2ccccc2c2c1C(=O)N(C)C2=O	-45	-1	7	4	1	21	11	0.0	1
CC(C)CC(c1nnnn1CCc1ccccc1)N1CCN(C(=O)c2ccco2)CC1 (stereo not given)	6	1	3	-11	5[fluorescence artefact?]	13	28	-0.4	0
